Lipid droplet: inhibitors of hepatocyte lipid droplet formation, primary screen, imaging, high-throughput imaging, BODIPY stain; AML12 mouse hepatocytes, oleate lipid droplets; inhibition, % at 6.5 µM; AID 1656, 2009; 0.4% of 240,000 active;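 active = lipid droplet intensity inhibited by at least 50%, with more than 500 cells counted; inconclusive = wells with under 300 cells, treated as cytotoxic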
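Test system: AML12 hepatocytes (mouse); reagent: oleate loading, 100 µM; dosing: one dose, 6.5 µM compound; incubation: overnight exposure; signal: fluorescence imaging, 20x objective, two fields per well; read-out basis: % inhibition of corrected integrated BODIPY droplet signal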
T cell modulator: modulators of CD8 T cell-vesicle binding, primary screen, mouse 2C CD8+ T cells, flow cytometry | 2C CD8+ T cell-vesicle binding; stronger effect = lower value | calls only at 7 µM | 0.068% of 330,000 active | AID 2052, 2009;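 active = response, share of CD8 T cells binding vesicles, and their 90th percentile fluorescence all below set limits, cut at about 80% in these data, passing the limit was not always enough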
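Assay system: 2C TCR transgenic mouse naive CD8+ T cells, MACS-purified | Read-out: CD8+ gate FL2 mean fluorescence as % of same-row positive control | Signal: High-throughput flow cytometry with anti-B7-1 and anti-CD8 staining | Timing: Binding step 1.5 h, 37 °C, antibody labelling 20 min, ice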
GPR35 antagonists: GPR35 antagonists blocking zaprinast-driven arrestin recruitment, primary screen, imaging, U2OS, beta-arrestin-GFP, zaprinast agonist (AID 2058) | U2OS GPR35 beta-arrestin-GFP translocation imaging, zaprinast antagonism; higher % means a stronger effect | 0.052% of 290,000 active | one-dose inhibition, % at 10 µM; IC50 in µM for titrated hits;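 active = inhibition of at least 50% with at least 30 cells and total cytoplasm GFP at most 10,000,000; inconclusive = under 30 cells or total GFP of 10,000,000 plus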
SV40 large T antigen: SV40 large T antigen inhibitors, biochemical (AID 1903). inhibition, % at 20 µM, or IC50 in µM where a hit was titrated. SV40 large T antigen ATPase/helicase inhibition assay; higher % means a stronger effect. 0.39% of 310,000 active; in the data active = a potency from the dose series; inconclusive = inhibition mostly from about 32% at the one dose, without a potency; inactive = the rest, 99 in 100 with inhibition below about 32%; also: strong numbers were not always called active
GPR55 LPI antagonism: GPR55 antagonists blocking LPI-driven arrestin recruitment, primary screen, imaging, U2OS, beta-arrestin-GFP, LPI agonist (AID 2013); U2OS GPR55 beta-arrestin-GFP translocation imaging, LPI antagonism; higher % means a stronger effect; inhibition, % at 10 µM, or IC50 in µM where a hit was titrated; 0.13% of 290,000 active; G-protein coupled receptor 55 (Homo sapiens);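 active = spots per cell inhibited over 60%, with over 100 cells counted and total cytoplasm intensity under 500,000; inconclusive = wells with under 100 cells, flagged as likely toxic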;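 also: U2OS cells stably carrying GPR55 and arrestin-GFP stimulated by 5 µM LPI near EC80; imaged beta-arrestin-GFP aggregate spots per cell after agonist stimulation; plate controls were LPI-stimulated DMSO wells for no effect and DMSO wells without LPI for full effect; some results filed as inactive read as strong as hits; confirmed hits need IC50 under 10 µM and bright autofluorescent wells are also inconclusive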
NTR1 ag: agonists of NTR1, primary screen, imaging, U2OS cells, beta-arrestin-GFP, high content (AID 493036); Neurotensin receptor type 1 (Homo sapiens), P30989; NTR1-U2OS beta-arrestin-GFP spot imaging, agonist mode; activation, % at 20 µM; 0.17% of 330,000 active;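 active = activation at or above 40% of the spot to cytoplasm intensity ratio, with at least 20 cells analyzed; inconclusive = wells under 20 cells, flagged as cytotoxic or low count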;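 also: 0% = DMSO without peptide and 100% = 100 nM NTR1 peptide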
Target sequence (P30989 whole entry, looked up): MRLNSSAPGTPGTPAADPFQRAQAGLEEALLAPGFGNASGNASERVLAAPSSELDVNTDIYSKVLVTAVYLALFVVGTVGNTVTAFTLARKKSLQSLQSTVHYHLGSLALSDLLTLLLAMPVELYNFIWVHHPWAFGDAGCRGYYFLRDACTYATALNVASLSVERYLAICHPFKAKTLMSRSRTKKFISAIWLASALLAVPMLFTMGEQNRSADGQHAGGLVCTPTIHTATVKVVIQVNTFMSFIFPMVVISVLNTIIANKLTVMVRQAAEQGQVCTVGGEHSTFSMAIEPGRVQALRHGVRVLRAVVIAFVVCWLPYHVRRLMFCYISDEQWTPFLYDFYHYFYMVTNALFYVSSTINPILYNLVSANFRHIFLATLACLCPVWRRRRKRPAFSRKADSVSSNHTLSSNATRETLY
GPR55 activation: GPR55 agonists via beta-arrestin recruitment, primary screen, imaging, U2OS cells, beta-arrestin-GFP redistribution (AID 1961) | U2OS GPR55 beta-arrestin-GFP redistribution imaging; higher % means a stronger effect | one-dose activation, % at 10 µM; EC50 in µM for titrated hits | 0.048% of 290,000 active;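 active = activation above 40% with more than 50 cells counted in the well; inconclusive = wells holding fewer than 50 cells, flagged as toxic or sparse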;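 also: U2OS osteosarcoma cells stably expressing GPR55 and beta-arrestin-GFP; plate controls were DMSO negative control for no effect and LPI positive control for full effect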
Rac1 GTP hydrolysis: MgcRacGAP GTPase-activating activity inhibitors, confirmation, biochemical, ADP Hunter fluorescence. MgcRacGAP-stimulated Rac1 GTP hydrolysis, ADP Hunter fluorescence; higher % means a stronger effect; GST-tagged Rac1 F28L mutant substrate. inhibition, % at 30 µM, or IC50 in µM where a hit was titrated. 0.6% of 340,000 active;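 active = first-screen hits whose inhibition reached a set limit at any dose in the follow-up dose series; inconclusive = inhibition above the set first-screen limit but never retested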;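 also: fluorescence reports GDP produced by GAP-driven GTP hydrolysis; strong numbers were not always called active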
LYP inhibition: inhibitors of LYP phosphatase, biochemical, fluorescence intensity, uHTS (AID 1779). inhibition, % at 11.5 µM; hits with a dose series show IC50 in µM. 0.054% of 290,000 active. recombinant LYP phosphatase, fluorescence intensity; higher % means a stronger effect; in the data active = inhibition above about 50%;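 also: plate controls were vehicle with enzyme for no effect and no enzyme for full effect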
Lipid droplet cells 6.5 µM: further read-out of Lipid droplet, marked with its call; cell count; measured here: cell count, cytotoxicity flag;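 cells counted across two imaged fields per well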
T cell modulator vesicle-bound %: recorded beside T cell modulator, whose call it bears; double positive events, %; measured here: CD8+ vesicle-bound cell fraction;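 binding gate set so that unloaded-vesicle control wells show 10% double positive cells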
NTR1 ag cell count 20 µM: recorded beside NTR1 ag, whose call it bears; cell count; measured here: cell count, cytotoxicity flag
* = called active by the depositor; i = inactive; ? = inconclusive; · = not tested or not shown.

SMILES	Lipid droplet	Lipid droplet cells 6.5 µM	T cell modulator	T cell modulator vesicle-bound %	GPR35 antagonists	SV40 large T antigen	GPR55 LPI antagonism	NTR1 ag	NTR1 ag cell count 20 µM	GPR55 activation	Rac1 GTP hydrolysis	LYP inhibition
CC(C)Sc1cc(Cl)nc(NC(=O)Nc2ccccc2)n1	-11	418	i	60	25%	10%	-2%	16	96	0.0%	3%	-8%
COc1cc(SC)ccc1C(=O)NCCCOC(C)C	2	771	i	33	-12%	2%	6%	-0.6	52	-0.1%	2%	-4%
O=C(CSc1nnc(NC(=O)c2cc(Br)ccc2Cl)s1)NCC1CCCO1 (centres undefined)	4	837	i	15	-4%	11%	0%	0.6	52	-0.2%	10%	-5%
Fc1ccc(CNC(=S)NC2CCCCCC2)cc1	2	682	i	24	1%	-4%	-5%	-0.6	43	0.5%	9%	-8%
Cc1sc2c(c1C)CN(CCN1CCOCC1)CN2C(=O)c1ccccc1	3	700	i	54	-10%	12%	-7%	-1.0	74	0.1%	3%	-7%
COc1ccc2c(c1)[nH]c1c(=O)n(/N=C/C3C(C)C=C(C)CC3C)c(=O)[nH]c12 (centres undefined)	8	745	i	38	-11%	10%	8%	-0.3	62	-0.4%	13%	4%
O=C(CCN1C(=O)c2ccccc2S1(=O)=O)Nc1ccccc1	7	680	i	60	-10%	2%	-2%	-2.1	91	0.2%	6%	-5%
COCCOC(=O)/C(=C\c1cc(C(C)(C)C)c(O)c(C(C)(C)C)c1)C(C)=O	-4	719	i	36	-8%	11%	24%	27	57	1.7%	10%	2%
CCCCNC(=O)c1onc(CSc2ccncc2)c1C(=O)NCCCC	·	·	i	16	-3%	13%	4%	4.4	71	-0.2%	8%	-3%
COc1ccc(NC(=O)COc2ccc3oc(=O)cc(C)c3c2)cc1	1	726	i	37	-8%	15%	4%	1.3	48	-0.1%	-1%	-6%
COc1ccc(C(=O)Nc2ccc(S(=O)(=O)N3CCCCC3)cc2)cc1OC	-30	759	i	36	-15%	3%	22%	-1.1	68	-0.2%	8%	2%
O=C(CN1CCCCCC1)Nc1cccc2c1OCO2	·	·	i	30	-8%	-5%	-4%	-0.5	66	0.3%	4%	-9%
O=[N+]([O-])c1ccc(Sc2n[nH]c(-c3ccncc3)n2)nc1	3	695	i	33	-4%	6%	5%	-0.6	28	0.2%	10%	-6%
C=CCNC(=O)CN1CCC(O)(c2ccc(F)cc2)CC1	·	·	i	7	4%	5%	-11%	0.2	46	-0.1%	0%	-6%
COc1ccc(-c2cn3ccccc3n2)cc1OC	·	·	i	43	-7%	6%	-5%	-1.5	47	0.1%	14%	-7%
O=C(Nc1ccc(-n2cccn2)cc1)C1CCCCN1Cc1cccc2cccnc12 (centres undefined)	-33	721	i	10	-3%	13%	-10%	1.5	71	-0.2%	12%	-8%
COC(=O)c1ccc(Oc2c(Cl)cccc2[N+](=O)[O-])cc1	-14	653	i	17	-8%	3%	12%	-2.4	44	-0.2%	4%	-6%
CCc1cccc2sc(NC(=O)c3ccc(N4C(=O)CCC4=O)cc3)nc12	0	770	i	19	7%	8%	7%	2.8	58	-0.3%	-4%	-2%
S=C(Nc1ccc(Oc2ccccc2)cc1)N1CCN(c2ccccn2)CC1	·	·	i	29	-6%	-2%	11%	1.6	81	-0.1%	15%	0%
CC(O)/C=C/c1cccc[n+]1C (centres undefined)	·	·	·	·	26%	7%	-10%	0.8	51	-0.4%	18%	-11%
CC1CCCCN1CCCNC(=O)CN1C(=O)c2cccnc2Oc2ccccc21 (centres undefined)	13	693	i	47	18%	3%	-3%	0.7	68	0.2%	3%	-9%
Cc1ccccc1-n1c(SCC(=O)N/N=C/c2ccccc2OCC(=O)O)nc2ccccc2c1=O	1	705	i	40	14%	11%	15%	-0.5	54	-0.1%	-6%	4%
COc1ccc(C(=O)COc2ccc(F)cc2)c(O)c1	-1	715	i	7	-4%	24%	8%	-0.1	65	0.0%	8%	-5%
O=C1CC(NCCc2ccccc2)C(=O)N1CCc1ccccc1 (centres undefined)	3	627	i	44	11%	7%	6%	0.4	46	0.2%	10%	-2%
O=C(O)COc1ccc2c3c(c(=O)oc2c1)CCCC3	-1	714	i	28	4%	-5%	-2%	-0.9	42	-0.1%	4%	-10%
Remaining list, next part.
SMILES	Lipid droplet	Lipid droplet cells 6.5 µM	T cell modulator	T cell modulator vesicle-bound %	GPR35 antagonists	SV40 large T antigen	GPR55 LPI antagonism	NTR1 ag	NTR1 ag cell count 20 µM	GPR55 activation	Rac1 GTP hydrolysis	LYP inhibition
N#Cc1c(NC(=O)CSCC(=O)O)sc2c1CCCC2	·	·	i	8	4%	?	-5%	1.1	50	-0.3%	8%	-4%
Cc1cc(C)n2nc(Nc3ccccc3)cc2n1	·	·	i	28	-6%	10%	4%	1.1	52	0.2%	15%	-4%
CCCCN(C)CCCNC(=O)CN1C(=O)COc2ccc(S(=O)(=O)N3CCOCC3)cc21	3	698	i	12	7%	8%	12%	1.5	55	-0.1%	9%	-9%
CN(C)/C=N/c1nc2ncc(-c3ccc(Cl)cc3)c(/N=C/N(C)C)n2n1	4	686	i	41	-9%	26%	2%	1.0	40	-0.2%	10%	2%
CC(=O)NCC(=O)OCC(=O)c1ccc(Cl)cc1	22	657	i	38	-5%	25%	-7%	-1.3	87	0.1%	9%	4%
O=C(CCCC(=O)OCC(Cl)=C(Cl)Cl)Nc1cccc2ccccc12	-1	719	i	33	14%	0%	-3%	1.1	73	0.2%	0%	-1%
CN(C)/C=C1\C(=O)N(C)N=C1C(F)(F)F	-4	725	i	62	0%	4%	6%	-0.2	69	-0.1%	3%	-3%
COc1cc(C2NC(=O)NC3=C2C(=O)OC3)cc(OC)c1OC (centres undefined)	1	694	i	48	-3%	10%	10%	1.7	53	-1.9%	-1%	-5%
O=C(Nc1ccnc(-c2ccncc2)n1)c1cccs1	-1	722	i	33	22%	12%	6%	0.0	45	0.2%	-3%	-2%
COc1ccc(CCNC(=O)C(C)Sc2ccc(C)cc2)cc1OC (centres undefined)	-33	581	i	52	5%	4%	-1%	1.7	47	0.6%	14%	-10%
O=C(NCCN1C(=O)C2C3C=CC(C3)C2C1=O)Nc1ccccn1 (centres undefined)	-1	631	i	64	-4%	·	6%	1.1	45	0.2%	5%	1%
Cc1ccc(-c2ccc(=O)n(CCC(=O)N3CCN(Cc4ccccc4)CC3)n2)cc1	17	843	i	54	0%	4%	8%	-1.1	67	-0.1%	11%	-2%
Brc1ccc(N/N=C(/N=Nc2nn[nH]n2)c2ccccc2)cc1	3	674	i	30	-26%	5%	14%	3.1	41	0.1%	11%	2%
O=C(CSc1nc(=O)n2ccccc2n1)NCc1ccc(F)cc1	·	·	i	41	·	11%	·	2.2	63	·	6%	·
Cc1ccccc1NCC(=O)N/N=C/c1ccc([N+](=O)[O-])cc1	5	712	i	40	0%	3%	-1%	7.0	60	-0.5%	-4%	4%
Cc1ccc(N2NC(=O)/C(=C/c3ccc(-c4ccc(Cl)c(C(=O)O)c4)o3)C2=O)cc1C	13	726	i	36	8%	34%	15%	-2.9	69	-0.1%	23%	-2%
CCOC(=O)c1[nH]c(C)c(C(=O)OCc2ccccc2F)c1C	8	837	i	32	-3%	6%	-6%	-1.0	46	-0.2%	8%	3%
CCOC(=O)c1[nH]nc2c1C(=O)N(CC)C2=O	·	·	i	42	-27%	8%	6%	-1.0	47	-0.1%	3%	-5%
O=C(CSCc1cnn(-c2ccccc2)c1-n1cccc1)NCc1ccccn1	-3	647	i	49	7%	22%	-33%	0.0	55	-0.3%	10%	-4%
CC(NC(=S)Nc1ccccc1OC(F)F)C(C)(C)C (centres undefined)	-1	681	i	34	17%	7%	8%	-0.1	70	-0.3%	13%	-12%
CN(C)Cc1cc(CN(C)C)c(O)c(CCc2ccccc2)n1	·	·	i	19	7%	3%	-7%	0.0	86	-0.1%	10%	-3%
CCC(=O)Nc1nc(-c2ccc3c(c2)OCCO3)cs1	-8	605	i	41	-8%	0%	2%	-1.4	83	0.8%	13%	-3%
CN(C)c1ccc(N2C(=O)CC(Sc3ccccc3C(=O)O)C2=O)cc1 (centres undefined)	-13	561	i	40	16%	23%	0%	0.0	44	0.1%	14%	-2%
COc1ccc(NC(=S)N2CCC(c3nc4ccc(Cl)cc4[nH]3)CC2)c(OC)c1	·	·	i	58	-16%	15%	-26%	-0.5	53	-0.1%	6%	-8%
CCCCOc1ccc(Cl)cc1CSc1nnc(CC)n1N	-54	728	i	27	-9%	1%	-6%	0.7	74	-0.1%	2%	-2%
Cc1cc(C)n(-c2ccc(C(=O)NC3=NCCS3)cc2)n1	4	726	i	28	-9%	0%	1%	-0.7	81	0.1%	2%	-4%
Nc1ccc(C(=O)OCC(=O)N2c3ccccc3Sc3ccccc32)cc1[N+](=O)[O-]	-52	686	i	33	21%	9%	7%	·	·	0.0%	3%	5%
CCN1CCN(c2nc(SC)nc3sc4c(c23)CC(C)(C)OC4)CC1	·	·	·	·	8%	5%	10%	·	·	-0.2%	9%	-4%

Results in Lipid droplet and T cell modulator, for some of the entries so far:
smiles,Lipid droplet,T cell modulator
O=C1CC(NCCc2ccccc2)C(=O)N1CCc1ccccc1 (centres undefined),3,i
O=C(O)COc1ccc2c3c(c(=O)oc2c1)CCCC3,-1,i
N#Cc1c(NC(=O)CSCC(=O)O)sc2c1CCCC2,·,i

Screening results from PubChem BioAssay.
